Screening results deposited in PubChem BioAssay by several laboratories.
Mtb UGM inh – M. tuberculosis UGM enzyme inhibitors, primary screen, biochemical, fluorescence polarization, single point | 0.06% of 320,000 active | purified UGM, fluorescence polarization probe displacement | inhibition, % at 10 µM | UDP-galactopyranose mutase (Mycobacterium tuberculosis (strain ATCC 25618 / H37Rv)), … | AID 504406, 2011; in the data active = inhibition above about 10%, passing the limit was not always enough
Target sequence (P9WIQ1 whole entry, looked up): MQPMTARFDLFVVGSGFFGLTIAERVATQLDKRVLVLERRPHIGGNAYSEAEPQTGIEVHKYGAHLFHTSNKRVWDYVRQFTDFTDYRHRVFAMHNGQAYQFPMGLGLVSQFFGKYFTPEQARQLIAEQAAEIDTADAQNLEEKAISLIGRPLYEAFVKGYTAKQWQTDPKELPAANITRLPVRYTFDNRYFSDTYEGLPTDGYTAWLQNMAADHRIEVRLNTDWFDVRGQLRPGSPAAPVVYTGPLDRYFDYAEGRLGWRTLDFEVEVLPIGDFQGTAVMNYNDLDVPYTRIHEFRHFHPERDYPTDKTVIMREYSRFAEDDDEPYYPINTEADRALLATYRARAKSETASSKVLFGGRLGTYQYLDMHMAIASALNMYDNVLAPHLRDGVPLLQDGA
VHR inh abs – VHR1 phosphatase inhibitors, primary screen, biochemical, absorbance, uHTS. recombinant VHR phosphatase, pNPP absorbance. 0.52% of 290,000 active. inhibition, % at 13.3 µM. Dual specificity protein phosphatase 3 (Homo sapiens), P51452; in the data active = inhibition above about 50%; also: some compounds called inactive have numbers as strong as hits
SARS 3CLpro inh – SARS-CoV 3CLpro protease inhibitors, primary screen, biochemical, quenched FRET; inhibition, % at 6 µM; recombinant SARS-CoV 3CLpro, quenched FRET peptide cleavage; 0.14% of 290,000 active; Replicase polyprotein 1ab (Severe acute respiratory syndrome coronavirus), P0C6X7; in the data active = inhibition above about 12%
BioA inh – M. tuberculosis BioA enzyme inhibitors, primary screen, biochemical, plate reader, single point, HTS. 7,8-diaminopelargonic acid synthase BioA (Mycobacterium tuberculosis). purified M. tuberculosis BioA enzyme. inhibition, % at 9.99 µM. 0.096% of 360,000 active; in the data active = inhibition above about 40%
FBA Mtb inh – Mtb FBA enzyme inhibitors, primary screen, biochemical, fluorescence, strain H37Rv; 2.3% of 360,000 active; Fructose-bisphosphate aldolase (Mycobacterium tuberculosis (strain ATCC 25618 / H37Rv)), …; inhibition, % at 1 µM; purified M. tuberculosis FBA, fluorescence read-out; in the data active = inhibition above about 27%;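 also: 0% = vehicle and 100% = reference inhibitor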
Target sequence (P9WQA3 whole entry, looked up): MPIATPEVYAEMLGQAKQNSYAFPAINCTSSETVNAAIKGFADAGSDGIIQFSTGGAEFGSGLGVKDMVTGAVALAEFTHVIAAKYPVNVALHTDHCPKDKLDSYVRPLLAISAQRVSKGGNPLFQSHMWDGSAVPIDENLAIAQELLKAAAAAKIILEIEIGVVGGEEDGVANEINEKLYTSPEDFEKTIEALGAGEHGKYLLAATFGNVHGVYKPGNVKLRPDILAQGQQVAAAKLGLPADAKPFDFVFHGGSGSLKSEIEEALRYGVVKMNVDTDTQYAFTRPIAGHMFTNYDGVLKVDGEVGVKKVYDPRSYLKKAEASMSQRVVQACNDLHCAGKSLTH
MazF activator – activators of E. coli MazEF toxin-antitoxin RNase, primary screen, biochemical, fluorescence, uHTS. Endoribonuclease toxin MazF (Escherichia coli (strain K12)), P0AE70. FAM/BHQ RNA-DNA oligo cleavage fluorescence, 5 h. activation, % at 20 µM. 0.32% of 350,000 active. AID 504720, 2011; in the data active = activation above about 50%
Target sequence (P0AE70 whole entry, looked up): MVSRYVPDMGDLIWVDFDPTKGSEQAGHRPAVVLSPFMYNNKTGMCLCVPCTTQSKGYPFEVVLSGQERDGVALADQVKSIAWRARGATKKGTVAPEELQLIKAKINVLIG
GDH-TPI inh – GDH-TPI coupling enzyme inhibitors, primary screen, artefact control for M. tuberculosis FBA inhibitor project, biochemical, absorbance, full deck; GDH-TPI coupled enzyme counterscreen, NADH absorbance; inhibition, % at 4.8 µM; 1.2% of 360,000 active; in the data active = inhibition above about 30%;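 also: 0% = DMSO wells and 100% = wells lacking the enzyme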
Rv3671c protease – Rv3671c serine protease inhibitors, primary screen, biochemical, fluorescence polarization, M. tuberculosis H37Rv. P9WHR9. inhibition, % at 5.96 µM. 0.048% of 320,000 active. AID 2606, 2010; in the data active = inhibition above about 38%;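 also: extracellular domain of Rv3671c used as enzyme; 0% = enzyme with DMSO and 100% = no enzyme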
SSB-PriA inh – inhibitors of Klebsiella pneumoniae PriA binding to SSB C-terminal tail, primary screen, biochemical, AlphaScreen; inhibition, % at 33 µM; AlphaScreen SSBct-PriA binding, biotinylated peptide; PriA–SSB C-terminal tail interaction (Klebsiella pneumoniae); 0.6% of 430,000 active; in the data active = inhibition mostly above about 37%, no sharp cut-off; inactive = mostly below about 20%;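 also: plate controls were negative control peptide for no effect and reference peptide for full effect; strong numbers were not always called active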
BH1578 lux ind – inducers of Vibrio cholerae quorum light production without autoinducers, primary screen, BH1578 luxS cqsA deficient, single point. V. cholerae BH1578 lux reporter, luminescence, 6 h. activation, % at 18.7 µM. 0.16% of 350,000 active. AID 588436, 2011; in the data active = activation mostly above about 9.7%, no sharp cut-off; also: not every result past the cut was called active; inactives centre near 0; reference of the scale not given here
An asterisk follows results filed as active; i = inactive; x = not tested or not shown. The list is partial. The share of hits here may be higher or lower than overall.

mol	Mtb UGM inh	VHR inh abs	SARS 3CLpro inh	BioA inh	FBA Mtb inh	MazF activator	GDH-TPI inh	Rv3671c protease	SSB-PriA inh	BH1578 lux ind
CC(C)CCN(C(=O)c1csnn1)C(C(=O)NC1CCCC1)c1ccccc1 (centres undefined)	0.3	20	-4	x	2	3	-8	-15	2	-0.1
COC(=O)c1ccc(C)c(NC(=O)CCc2cc(OC)c(OC)c(OC)c2)c1	-0.3	16	-1	x	0	1	4	0	1	-0.6
O=C(NC(=S)Nc1ccc2[nH]c(=O)[nH]c2c1)c1ccccc1F	-1.5	6	-8	-1.7	-3	7	4	-8	5	i
CC(C)N1C(=O)CCC1C(=O)NCc1cccs1 (centres undefined)	-1.4	22	3	x	1	7	-1	14	12	-2.0
CCN(CC)c1ccc(C(=O)NNC(=O)CNC(=O)c2ccco2)cc1	x	x	x	-0.6	-3	7	15	x	-6	i
COc1ccc(CNC(=O)C(C)c2ccc([N+](=O)[O-])cc2)cc1 (centres undefined)	1.2	-7	4	x	-4	11	2	-4	-8	-0.3
O=C(CN1C(=O)c2ccccc2S1(=O)=O)c1ccc2c(c1)OCCO2	-2.2	9	-7	-1.3	-1	22	1	-2	5	-0.2
O=c1[nH]cnc2sc(-c3ccccc3)cc12	1.7	33	3	-6.3	13	-4	13	-4	-2	-0.3
CCc1ccc(C(=O)COC(=O)CNC(=O)COc2ccccc2)cc1	-1.4	-5	2	-2.7	-2	5	10	-11	-14	i
O=C(O)c1cnn2c1NC(c1cccs1)CC2C(F)(F)F (centres undefined)	3.1	18	-2	-0.1	0	5	6	-1	-14	i
Cn1ncc(C#N)c1NC(=O)c1cc(-c2ccccc2Cl)on1	4.3	19	-4	-0.3	0	1	0	4	-6	-0.2
COc1ccc(C(=O)N/N=C(\C)CC(=O)Nc2ccc3c(c2)OCO3)cc1	-1.6	17	0	x	-1	4	-3	6	x	-0.5
C=CCOc1ccc(/C=C2\SC(N)=NC2=O)cc1OC	1.6	31	-2	0.6	1	-9	30	3	x	-0.5
COc1cc(OC)c(NC(=O)CCNS(=O)(=O)c2ccc3c(c2)oc(=O)n3C)cc1Cl	-1.9	9	0	x	4	-19	3	-1	-7	i
O=C(O)c1cccc(N2C(=O)c3ccc(Oc4ccc(Cl)cc4)cc3C2=O)c1	-2.8	0	2	x	3	-1	-3	-7	-4	-0.3
CC(=O)Nc1ccc(NC(=O)COC(=O)c2c(C)nn(-c3ccccc3)c2C)cc1	-3.7	-6	-2	x	4	1	9	-4	8	-0.3
Cc1ccsc1C(=O)N1CCCC(C)(C(=O)O)C1 (centres undefined)	x	x	x	-0.1	2	x	1	x	x	-0.7
CCOC(=O)C1(CCCCCCOc2ccc(Cl)cc2)CO1 (centres undefined)	-2.5	16	-5	x	x	x	x	-3	x	x
Cc1ccccc1N1C(=O)c2ccccc2C1Nc1cccnc1 (centres undefined)	0.5	17	-5	0.2	0	6	-14	-5	-2	-0.2
Cc1ccc(NC(=O)CCC(=O)c2ccc(Br)cc2)cc1	0.0	74	-4	-0.8	1	8	10	-2	-6	0.8
CNc1nc(Nc2ccc(C(=O)OC)cc2)c2sccc2n1	x	x	x	-0.5	4	x	25	x	x	i
Cc1cc(/C=C2/NC(=O)NC2=O)c(C)n1-c1cccnc1	1.9	-7	3	-1.0	-3	-14	19	-3	-8	-1.1
CC(C)Cn1nc(NC(=O)C2CCCO2)c2cc3ccccc3nc21 (centres undefined)	3.2	16	2	0.3	10	0	-2	4	-48	-0.3
O=S(=O)(NCc1csc(-c2cccnc2)n1)c1ccc(F)cc1	-0.3	-9	-3	0.5	5	-8	13	-2	-6	-0.5
COc1ccc(/C(C#N)=C/c2c(-c3ccc(Cl)cc3)nc3c(C)cccn23)cc1	-1.4	33	-8	0.4	2	-11	10	11	-10	i
CC(C)OC(=O)CC12CN(C)CC(CC(=O)OC(C)C)(CN(C)C1)C2=O	0.3	15	-3	6.3	3	3	12	2	-3	-1.0
CNC(=O)c1[nH]cnc1C(=O)NCC(=O)OCc1ccccc1	0.0	24	-4	-1.8	-1	6	-6	-5	-9	-0.4
CO/N=C/c1cn(-c2ccc(Cl)cc2)nn1	3.0	24	0	x	2	10	5	-12	x	-0.2
Cc1ccccc1OC(C)C(=O)Nc1cccnc1 (centres undefined)	0.6	15	5	-0.2	6	1	1	8	-5	-0.1
COc1ccc(C(=O)NCC(=O)N/N=C/c2cccc(OC(=O)c3ccco3)c2)cc1OC	2.8	9	5	x	2	11	-2	30	x	0.6

Next entries follow.
Values run as follows: Mtb UGM inh	VHR inh abs	SARS 3CLpro inh	BioA inh	FBA Mtb inh	MazF activator	GDH-TPI inh	Rv3671c protease	SSB-PriA inh	BH1578 lux ind
> CCOC(=O)c1csc(-c2sccc2Br)n1
  -1.1	22	1	x	3	3	6	-2	-11	-0.6
> COc1cc(/C=N/N=C2/C(=O)Nc3ccccc32)ccc1O
  2.0	-2	2	5.4	-7	3	16	9	x	-2.7
> Cc1ccccc1NC(=O)CN(C)S(=O)(=O)c1cccs1
  2.1	31	5	0.0	0	1	1	6	-2	-0.3
> COc1cc(C=O)c(Br)cc1OCC(=O)NCc1ccccc1
  0.4	26	1	-1.7	6	1	7	2	-1	-0.3
> O=C(/C=C/c1ccco1)N/C(=C\c1ccco1)C(=O)NCCc1nc2ccccc2[nH]1
  2.3	-7	1	x	-8	-10	17	1	0	i
> CC1CC(C)CN(C(=O)c2ccc(Br)c(S(=O)(=O)N3CCOCC3)c2)C1 (centres undefined)
  1.0	x	x	1.7	0	2	-8	-6	0	3.8
> CC(=O)Nc1cc2c(cc1NC(=O)Cn1nc(-c3ccccc3F)ccc1=O)OCCO2
  4.0	21	-2	0.5	3	-4	-1	4	-3	i
> CN(C)c1ccc(C=C2C(=O)OC(C)(C(C)(C)C)OC2=O)cc1 (centres undefined)
  0.8	18	-4	-1.5	1	-261	21	-6	-3	0.8
> C[C@H](CO)N1C[C@H](C)[C@@H](CN(C)S(=O)(=O)c2cccs2)Oc2c(NS(=O)(=O)c3ccc(F)cc3)cccc2C1=O
  0.3	x	x	-2.2	1	0	4	5	-4	i
> CCn1ccnc1CN1CCCC(C(=O)c2cc(C)c(OC)c(C)c2)C1 (centres undefined)
  2.7	3	-1	-0.8	0	-3	10	3	13	-0.4
> CC(=O)Nc1ccc(-c2nn[nH]n2)cc1Cl
  1.9	2	-2	-1.5	1	1	-6	6	-20	-0.1
> O=C(NNC(=O)c1ccc(NC(=O)c2ccccc2)cc1)c1ccc(F)cc1
  0.6	27	-4	-1.2	-2	-11	0	-8	-21	-0.8
> COc1ccc(-c2nn(CC(=O)N3CCCCC3)c(=O)c3ccccc23)cc1
  -1.6	15	-4	x	x	x	x	-1	x	x
> Cc1ccc(NC(=S)N/N=C/c2c(Cl)cccc2Cl)c(C)c1
  -3.1	17	4	x	-1	4	10	-29	x	-0.2
> CCOC(=O)N1CCN(C(=O)CN(Cc2ccccc2)S(=O)(=O)c2ccc(OC)c(C)c2)CC1
  2.0	-1	0	0.7	-2	1	8	-1	-21	i
> CCN1C(=O)N[C@@H](c2cccc(F)c2)C(C(C)=O)=C1C
  1.4	x	x	-1.1	3	7	9	-13	-25	i
> CCN(CC(=O)Nc1c(F)cccc1F)C(=O)CN(C)S(=O)(=O)c1ccc(F)cc1
  1.2	x	x	-0.4	-3	0	6	5	-3	i
> COc1ccc(CCNC(=O)Cn2c(=O)n(-c3cc(F)ccc3F)c(=O)c3sccc32)cc1OC
  -0.5	23	1	x	1	-6	17	-6	-11	-0.5
> CC[C@@H](O)C[C@H]1CCC[C@@]2(C[C@@H]3OC(=O)/C=C/[C@@](C)(O)[C@@H](O)[C@H](C)[C@@H](O)[C@H](OC4CCC(N(C)C)C(C)O4)[C@@H](O)[C@](C)(O)CCCCC/C=C/[C@@H]4CC(C)(C)O[C@@]4(O)C[C@H](O2)[C@H]3C)O1 (some centres undefined)
  x	x	x	x	-3	17	-2	x	-6	5.6

3 of the compounds above, field by field:
SMILES: COc1cc(OC)c(NC(=O)CCNS(=O)(=O)c2ccc3c(c2)oc(=O)n3C)cc1Cl
  Mtb UGM inh: -1.9	VHR inh abs: 9	SARS 3CLpro inh: 0	BioA inh: x	FBA Mtb inh: 4	MazF activator: -19	GDH-TPI inh: 3	Rv3671c protease: -1	SSB-PriA inh: -7	BH1578 lux ind: i

SMILES: O=C(O)c1cccc(N2C(=O)c3ccc(Oc4ccc(Cl)cc4)cc3C2=O)c1
  Mtb UGM inh: -2.8	VHR inh abs: 0	SARS 3CLpro inh: 2	BioA inh: x	FBA Mtb inh: 3	MazF activator: -1	GDH-TPI inh: -3	Rv3671c protease: -7	SSB-PriA inh: -4	BH1578 lux ind: -0.3

SMILES: CC(=O)Nc1ccc(NC(=O)COC(=O)c2c(C)nn(-c3ccccc3)c2C)cc1
  Mtb UGM inh: -3.7	VHR inh abs: -6	SARS 3CLpro inh: -2	BioA inh: x	FBA Mtb inh: 4	MazF activator: 1	GDH-TPI inh: 9	Rv3671c protease: -4	SSB-PriA inh: 8	BH1578 lux ind: -0.3
